# Compound activity as filed in PubChem BioAssay.
# CCT modulator: cytosolic chaperonin activity modulation. purified chaperonin ATPase assay, HTRF ADP detection, 30 min. activity change, % (no concentration beside the values), hits read low. hit rate 0.3% among 360,000; in the data active = activity change below about -30%; note: % is set by controls: 0 for no effect and ±100 for the full control effect
#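 First, chaperonin was dispensed at 40 nM or 20 nM final depending on batch activity. Next, compounds were pinned at 76 uM and ATP added at 10 uM. After 30 min at 37 °C, ADP detection reagents ran 30 min at ambient temperature.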
# HepG2 viability: kills HepG2 cells in TGF-b inhibitor counter-screen; Potency, µM (top dose mostly 46.1 µM), inactives show at the highest dose activity change, negative = cytotoxicity, usual class: cytotoxic; hit rate 0.76% among 410,000; HepG2 CAGA-GFP viability, ATP luminescence, 18 h; note: potency is the fitted concentration of half-maximal effect; some results filed as inactive show a strong effect at the top dose
#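 CellTiter-Glo luminescence gave cytotoxicity after 18 hours at 37 degrees C. The cells were HepG2 CAGA-GFP in 1% FBS DMEM, stimulated with 500 pg/mL TGF-beta after compound addition. %Activity was normalised to no-cell wells (complete cell-killing) and DMSO (no toxicity), and curves were fitted and classified.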
# A549 tox: counter-screen for Nrf2 inhibitors: cytotoxicity in A549 cells; A549 ARE-Fluc cells, CellTiter-Fluor viability, 18-24 h; Potency, µM (titrated, usually from 46 µM), for the others: at the top dose activity change, negative = cytotoxicity, actives largely listed as inhibitors; hit rate 0.16% among 390,000; note: potency is the fitted concentration of half-maximal effect; % is set by controls: 0 for no effect and ±100 for the full control effect
#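 Cytotoxicity counterscreen: CellTiter-Fluor fluorescence was measured in A549 ARE_Fluc cells after 18-24 h of compound exposure in a concentration series. The subsequent BugLite luminescent read reports ARE-luciferase activity.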
# TGFb SMAD3 inh: inhibitors of TGF-b signaling. HepG2 CAGA-GFP TGF-b/SMAD3 reporter, GFP fluorescence, 18 h; TGF-beta stimulated, 500 pg/mL final. Potency, µM (doses to about 46.1 µM), without a hit: at the top dose activity, negative = inhibition, usual class: inhibitors. hit rate 1.2% among 410,000; note: potency is the fitted concentration of half-maximal effect; % is set by controls: 0 for no effect and ±100 for the full control effect; nearly all actives have a fitted effect of over 65% in size
#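 HEPG2 CAGA-GFP reporter cells (1000/well, DMEM with 1% FBS) received compounds, then recombinant TGF-beta at 500 pg/mL final for 18 hours at 37 degrees C. Per-cell GFP summed per well was normalised to unstimulated and stimulated DMSO controls before curve fitting.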
# Nrf2 block: inhibitors of Nrf2 signaling; Potency, µM (highest dose often 46 µM), without a hit: at the top dose activity change, negative = inhibition, most hits filed as inhibitors; A549 ARE-Fluc reporter, luciferase luminescence, 18-24 h; hit rate 2.1% among 360,000; AID 504444; note: potency is the fitted concentration of half-maximal effect; % is set by controls: 0 for no effect and ±100 for the full control effect; nearly all actives have a fitted effect of over 60% in size
#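 Nrf2 activity is the BugLite luminescence, read 15 min after reagent at room temperature, following CellTiter-Fluor cytotoxicity readout (30 min, 37C). Compound titrations were applied for 18-24 h to 5000 A549 ARE_Fluc cells/well in 5% FBS OPTI-MEM.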
# MmCpn inh: inhibitors of Methanococcus maripaludis chaperonin (MmCpn); purified Mm-Cpn ATPase, ADP Transcreener TR-FRET; hit rate 0.031% among 330,000; Potency, µM (doses to about 76.9 µM), for inactives: top-dose activity, negative = inhibition, hits mostly inhibitors; note: potency is the fitted concentration of half-maximal effect; % is set by controls: 0 for no effect and ±100 for the full control effect; nearly all actives have a fitted effect of over 80% in size
#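 ATPase read-out: TR-FRET ADP immunoassay (anti-ADP Eu cryptate vs ADP-d2), ex 320 nm, em 590/665 nm; signal drops as ADP forms. Enzyme 25 nM, ATP 10 uM, 30 min at 37°C after 10 min compound preincubation.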
# Akt phos inh: blocks phosphorylation of Akt; Neuro2A IGF-stimulated pAkt S473 HTRF, 20 min; stronger effect = lower value; hit rate 0.32% among 360,000; activity change, % for hits at 50 µM; in the data active = activity change below about -80%; inconclusive = mostly about -51% to -80%; note: % is set by controls: 0 for no effect and ±100 for the full control effect
#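 Neuro2A cells in DMEM with 0.5% FBS, overnight at 37 deg C, given compound at single 50 µM final, then IGF (6 nM final) for 20 min at 37 deg C. Lysed; phospho-Akt Ser473 by HTRF after 24 h, 665/615 ratio.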
# ATXN viability: cell viability loss in ATXN counter-screen | Potency, µM (top dose mostly 56.7 µM), actives largely listed as cytotoxic | S2 cells (HEK-293 line with an ATXN2-luciferase reporter) viability, CellTiter-Fluor protease fluorescence, 24 h | AID 651635 | hit rate 0.49% among 400,000; note: potency is the fitted concentration of half-maximal effect; nearly all actives have a fitted effect of over 40% in size
# Nrf2 ARE act: activators of Nrf2 (ARE) signaling | hit rate 0.31% among 410,000 | AREc32 ARE-luciferase reporter (MCF7-derived line), luminescence, 24 h | Potency, µM (titrated, usually from 46.1 µM), without a hit: at the highest dose activation, actives largely listed as activators; note: potency is the fitted concentration of half-maximal effect; % of control where 0% means no effect; nearly all actives have a fitted effect of over 65% in size
#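 Steps: seed AREc32_Fluc cells (1000/well, 5% FBS OPTI-MEM); incubate overnight at 37 deg C; add 23 nL compound; incubate 24 hr; add Steady-Glo; hold 30 min RT; read luminescence.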
# * = called active by the depositor; i = inactive; ? = inconclusive; nt = not tested or not shown; [ ] = another dose, or the depositor's remark. Unless noted, calls come from the whole dose curve; as a rule, active = well fitted curve in the direction sought with a large enough effect; inconclusive = small, poorly fitted or top-dose-only effect, or another doubt; inactive = no such curve, though single readings can be large; an effect the other way counts as inactive or inconclusive. Compounds were not picked by outcome; about 4.4% have a hit in one of these screens.
[1] O=C(Nc1cccc(-c2csc(Nc3ccccc3)n2)c1)c1cc([N+](=O)[O-])cc(C(F)(F)F)c1
[2] COc1cc(/C=N\NC(=O)c2ccc(C)nc2)ccc1OC(=O)c1cccc(F)c1
[3] Cc1cc2cc(C#N)c(NCCNC(=S)NCCCN3CCOCC3)nc2cc1C
[4] COc1c2c(nc3occc13)C(CC=C(C)C)(OC)C(O)CC2 (stereo not drawn)
[5] COc1cc(C(Nc2ccc(S(=O)(=O)NCC3CCCO3)cc2)C(=O)NC(C)(C)C)cc(OC)c1OC (stereo not drawn)
[6] S=C(c1cn(Cc2ccccc2)c2ccccc12)N1CCOCC1
[7] Cc1nn(C(=O)c2ccco2)c(C)c1CN1C(=O)c2ccccc2C1=O
[8] O=S(=O)(NC1CC1)c1ccc(S(=O)(=O)N2CCC3(CC2)OCCO3)cc1

Assay by compound	1	2	3	4	5	6	7	8
CCT modulator	3.3	-1.4	0.2	-1.8	-1.6	-0.5	-3.0	-1.2
HepG2 viability	-8%	0%	2%	-20%	-3%	20%	-13%	-3%
A549 tox	2%	-4%	1%	2%	1%	1%	13%	-7%
TGFb SMAD3 inh	?	1%	?	1%	-1%	44%[activator]	2%	3%
Nrf2 block	0%	1%	?	2%	-10%	-12%	10%	-7%
MmCpn inh	3%	3%	0%	0%	-3%	4%	0%	3%
Akt phos inh	i	i	i	i	i	i	i	i
ATXN viability	?	i	nt	i	i	i	i	i
Nrf2 ARE act	6.4%	0.2%	5.0%	-0.1%	0.2%	0.0%	0.0%	-0.3%

[9] CC[C@@H](C)[C@H](NC(=O)OCc1ccccc1)c1nnc([C@@H](NC(=O)OCc2ccccc2)[C@@H](C)CC)o1
[10] CCOc1ccc(CN2CCC(n3nccc3NC(=O)CCCc3ccccc3)CC2)cc1
[11] CCC1CCCCN1CCCNC(=O)C1CCN(S(=O)(=O)N2CCC3(CC2)OCCO3)CC1 (stereo not drawn)
[12] C=CCNc1nc(Cl)nc(Nc2cc(Cl)ccc2OC)n1
[13] Cc1ccc(C(=O)CCNc2ccc(F)c(Cl)c2)o1
[14] CCOc1cc2[nH]c(=S)n(Cc3ccc(C(=O)NCC(OC)OC)cc3)c(=O)c2cc1OCC
[15] CCN(C(=O)CSc1nc2ccc([N+](=O)[O-])cc2s1)C1CCS(=O)(=O)C1 (stereo not drawn)
[16] O=C(NCc1ccccc1)C1CCC(=O)N(CCCN2CCCC2=O)C1 (stereo not drawn)

Assay by compound	9	10	11	12	13	14	15	16
CCT modulator	0.5	2.7	0.4	-2.0	-1.9	-0.6	-5.6	-5.6
HepG2 viability	-39%	1%	3%	-18%	-13%	4%	3%	-4%
A549 tox	-6%	5%	7%	0%	-4%	-7%	0%	0%
TGFb SMAD3 inh	?	?	5%	-4%	?	-4%	-16%	-3%
Nrf2 block	10%	?	0%	-11%	0%	-27%	2%	13%
MmCpn inh	0%	2%	2%	0%	1%	-2%	4%	0%
Akt phos inh	i	i	i	i	i	nt	i	i
ATXN viability	i	i	i	?	i	nt	i	i
Nrf2 ARE act	2.9%	0.0%	-0.3%	5.0%	?	-0.7%	2.1%	-0.2%

[17] CC(C)Oc1cccc(C(=O)Nc2ccc(N3CCN(C)CC3)cc2)c1
[18] CC(C)N(Cc1nc(-c2ccccc2)no1)C(=O)CN(C)S(=O)(=O)c1ccc(Br)cc1
[19] CS(=O)(=O)N1CCN(c2ccc(NC(=O)COc3ccccc3[N+](=O)[O-])cc2)CC1
[20] O=C(NC1CCCCC1)c1cc(S(=O)(=O)N2CCOCC2)c(Cl)cc1Cl
[21] CCOC(=O)c1cc(-c2ccccc2)n(CCC(=O)Nc2ccc(C(F)(F)F)cc2)c1C
[22] Cc1c(C(=O)N2CCCCC2)c(S(=O)(=O)N2CCN(c3ccc(Cl)cc3)CC2)c(C)n1C
[23] CCCCNC(=O)C1=CC(c2ccc3c(c2)OCO3)=NS(=O)(=O)N1C
[24] COc1cc(SC)ccc1C(=O)N(C)CC(=O)Nc1cccc2ccccc12

Assay by compound	17	18	19	20	21	22	23	24
CCT modulator	-1.0	-0.5	-2.7	-1.1	nt	-0.7	nt	3.6
HepG2 viability	-18%	0%	-8%	-16%	-65%	0%	-5%	3%
A549 tox	-7%	-11%	1%	3%	?	0%	13%	3%
TGFb SMAD3 inh	4%	2%	-3%	-5%	?	3%	-5%	-2%
Nrf2 block	11%	?	9%	5%	nt	27%	?	6%
MmCpn inh	-2%	-3%	3%	?	nt	0%	nt	1%
Akt phos inh	i	i	i	i	nt	i	nt	i
ATXN viability	i	i	i	i	nt	i	i	i
Nrf2 ARE act	5.1%	-0.5%	-0.8%	-0.4%	-0.6%	-0.6%	-1.1%	0.0%

# Excerpt, compounds 17–18
[17] CC(C)Oc1cccc(C(=O)Nc2ccc(N3CCN(C)CC3)cc2)c1
[18] CC(C)N(Cc1nc(-c2ccccc2)no1)C(=O)CN(C)S(=O)(=O)c1ccc(Br)cc1

Assay by compound	17	18
CCT modulator	-1.0	-0.5
HepG2 viability	-18%	0%
A549 tox	-7%	-11%
TGFb SMAD3 inh	4%	2%
Nrf2 block	11%	?
MmCpn inh	-2%	-3%
Akt phos inh	i	i
ATXN viability	i	i
Nrf2 ARE act	5.1%	-0.5%

# Later entries:
[25] CS(=O)(=O)c1ccc(Nc2nc(C(N)Cc3ccc(F)cc3)cs2)cc1 (stereo not drawn)
[26] Cc1nc2cc3nc(C(F)(F)F)[nH]c3cc2[nH]1
[27] CCCCn1nnnc1C(c1cccs1)N1CCN(C/C=C/c2ccccc2)CC1 (stereo not drawn)
[28] Cn1cnc(C(F)(F)F)c1-c1ccc([N+](=O)[O-])cc1
[29] Cc1ccnc(NC(=O)/C=C/c2cccs2)c1
[30] COc1ccc(-c2sc3ccccc3c2-c2ccc(OCCN3CCCCC3)cc2)cc1
[31] N#Cc1ccc(NC(=O)CN2C(=O)NC3(CCCC3)C2=O)cc1
[32] CCN(CC(=O)Nc1ccc(NC(C)=O)cc1)C(=O)/C=C/c1ccccc1

Assay by compound	25	26	27	28	29	30	31	32
CCT modulator	-1.1	1.0	2.1	-2.6	2.3	-0.9	0.6	0.7
HepG2 viability	-42%	27%	-15%	1%	-26%	-11%	-2%	10%
A549 tox	nt	-6%	nt	7%	-19%	-19%	-7%	-2%
TGFb SMAD3 inh	?	0%	?	10%	-24%	32%	-2%	-10%
Nrf2 block	nt	-4%	nt	-8%	?	20%	2%	-13%
MmCpn inh	nt	1%	nt	0%	1%	-2%	3%	-2%
Akt phos inh	i	i	i	i	i	i	i	i
ATXN viability	i	i	?	i	i	i	i	i
Nrf2 ARE act	3.8%	-0.5%	5.0%	-0.3%	?	-0.2%	0.3%	1.8%

[33] CCC(C)NC(=O)CSc1ncccc1C(=O)O (stereo not drawn)
[34] C[N+](C)(C)C[C@H](O)CC(=O)O
[35] CC(C)c1ccc(C2NC(=O)c3n[nH]c(-c4cccs4)c32)cc1 (stereo not drawn)
[36] CCOc1ccc2nc(N(Cc3cccnc3)C(=O)c3ccc4c(c3)OCCO4)sc2c1
[37] CCC(=O)c1cc(F)ccc1OCC(=O)N1CCN(c2ccc(F)cc2)CC1
[38] Cc1ccccc1CN1C[C@@H]2C[C@@H](c3cn(C)nc3-c3ccccc3)N3CCC[C@@]23C1=O
[39] CCOC(=O)c1c(S(=O)(=O)N2CCC(C)CC2)c(C)n(C)c1C
[40] CC(C)(C)NC(=O)C(c1ccccn1)N(C(=O)C1CSC(=O)C1)c1ccccc1F (stereo not drawn)

Assay by compound	33	34	35	36	37	38	39	40
CCT modulator	-1.3	0.6	nt	nt	-0.8	-0.2	-26	-2.0
HepG2 viability	0%	-13%	-61%	-3%	-5%	-21%	1%	-3%
A549 tox	1%	-10%	-6%	8%	6%	-8%	-1%	2%
TGFb SMAD3 inh	1%	2%	?	0%	-28%	0%	13%	0%
Nrf2 block	1%	-6%	?	nt	2%	-1%	7%	-4%
MmCpn inh	0%	nt	nt	nt	-1%	-2%	0%	0%
Akt phos inh	i	i	nt	nt	i	i	nt	i
ATXN viability	i	i	?	nt	i	i	i	i
Nrf2 ARE act	-0.4%	-0.7%	3.8%	1.1%	0.1%	2.4%	-0.9%	-0.5%

[41] Cc1ccc(C(=O)N2CCCCC2)cc1S(=O)(=O)N1CCOCC1
[42] N#Cc1ccccc1OCC(=O)Nc1cccc(S(=O)(=O)N2CCCCCC2)c1
[43] CC(=O)OC1(C)C=Cc2ccccc2C1=NS(=O)(=O)c1ccccc1 (stereo not drawn)
[44] Cc1ccc(CCC(=O)Nc2ccc(Cl)cc2Cl)o1

Assay by compound	41	42	43	44
CCT modulator	1.2	-1.2	-0.4	2.7
HepG2 viability	6%	-22%	-18%	5%
A549 tox	-6%	-3%	nt	nt
TGFb SMAD3 inh	-4%	-9%	-14%	-3%
Nrf2 block	11%	-14%	nt	nt
MmCpn inh	?	0%	nt	nt
Akt phos inh	i	i	i	i
ATXN viability	?	?	?	i
Nrf2 ARE act	-0.5%	0.1%	4.8%	3.8%

# Molecules from the list above containing an NH in an aromatic ring (three):
[14] CCOc1cc2[nH]c(=S)n(Cc3ccc(C(=O)NCC(OC)OC)cc3)c(=O)c2cc1OCC
[26] Cc1nc2cc3nc(C(F)(F)F)[nH]c3cc2[nH]1
[35] CC(C)c1ccc(C2NC(=O)c3n[nH]c(-c4cccs4)c32)cc1 (stereo not drawn)

Assay by compound	14	26	35
CCT modulator	-0.6	1.0	nt
HepG2 viability	4%	27%	-61%
A549 tox	-7%	-6%	-6%
TGFb SMAD3 inh	-4%	0%	?
Nrf2 block	-27%	-4%	?
MmCpn inh	-2%	1%	nt
Akt phos inh	nt	i	nt
ATXN viability	nt	i	?
Nrf2 ARE act	-0.7%	-0.5%	3.8%
